CCR6 antagonist: blocks CCL20-driven beta-arrestin recruitment at human CCR6. inhibition, % at 20 µM. hit rate 0.49% among 340,000. CHO-K1 CCR6 PathHunter beta-arrestin, luminescence, CCL20-stimulated;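 active = compounds whose inhibition of the agonist-driven luminescence signal at 20 µM reaches about 50%, limit read from the data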;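 note: cells stimulated with CCL20 at 14 nM final; plate controls were DMSO with CCL20 for no effect and DMSO without agonist for full effect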
Jurkat NFkB inh: lowers PMA/ionomycin-induced NF-kB signal in Jurkat cells | PMA/ionomycin-induced NF-kB luciferase reporter, luminescence | inhibition, % at 4 µM | hit rate 0.53% among 330,000; in the data active = inhibition above about 50%
UBC13 polyUb: human UBC13 polyubiquitination inhibition; UBC13 polyubiquitin chain formation, TR-FRET; inhibition, % at 20 µM; hit rate 0.47% among 330,000; AID 485273; in the data active = inhibition above about 45%, passing the limit was not always enough
Target sequence (P61088 whole entry, looked up): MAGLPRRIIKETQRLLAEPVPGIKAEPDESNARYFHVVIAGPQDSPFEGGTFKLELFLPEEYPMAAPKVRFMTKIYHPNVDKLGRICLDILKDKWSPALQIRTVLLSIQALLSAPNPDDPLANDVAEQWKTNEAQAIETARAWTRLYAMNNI
697 NFkB inh: lowers PMA/ionomycin-induced NF-kB signal in 697 B cells | 697 B-cell NF-kB luciferase reporter, 16 h | inhibition, % at 4 µM | hit rate 0.33% among 330,000; in the data active = inhibition above about 35%
APJ antagonist: blocks the human apelin receptor APJ; CHO-K1 APJ beta-arrestin complementation, luminescence; hit rate 0.32% among 330,000; inhibition, % at 20 µM; P35414;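 active = inhibition above about 40% at 20 µM, limit read from the data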;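 note: cells challenged with 10 nM apelin-13 agonist together with compound; plate controls were apelin-13 plus DMSO wells for no effect and DMSO wells lacking apelin-13 for full effect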
Target sequence (P35414 whole entry, looked up): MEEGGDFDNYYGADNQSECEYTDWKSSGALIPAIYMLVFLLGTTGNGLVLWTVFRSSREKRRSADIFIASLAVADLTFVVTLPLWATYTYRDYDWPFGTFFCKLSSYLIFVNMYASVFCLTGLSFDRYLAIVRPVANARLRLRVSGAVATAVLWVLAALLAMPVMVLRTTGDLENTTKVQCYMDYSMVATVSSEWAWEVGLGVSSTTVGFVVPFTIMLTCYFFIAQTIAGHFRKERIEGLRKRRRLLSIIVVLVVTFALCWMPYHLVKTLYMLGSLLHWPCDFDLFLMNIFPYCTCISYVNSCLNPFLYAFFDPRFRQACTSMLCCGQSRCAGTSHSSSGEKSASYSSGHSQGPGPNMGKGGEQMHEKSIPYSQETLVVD
Gli-Sufu block: Gli-Sufu pathway antagonism. inhibition, % at 5 µM. AID 588413. Sufu-KO-LIGHT fibroblasts, Gli luciferase reporter luminescence. hit rate 0.74% among 340,000;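 active = inhibition above about 55%, limit read from the data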;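 note: 0% = DMSO-treated cells and 100% = wells with medium but no cells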
CXCR6 inh: CXCR6 (human) receptor inhibition. O00574. CHO-K1 PathHunter CXCR6 beta-arrestin, luminescence. inhibition, % at 20 µM. hit rate 0.36% among 360,000; in the data active = inhibition above about 34%, passing the limit was not always enough;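 note: antagonist mode with CXCL16 agonist at 10 nM final; 0% = 10 nM CXCL16 with DMSO and 100% = unstimulated wells without agonist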
Target sequence (O00574 whole entry, looked up): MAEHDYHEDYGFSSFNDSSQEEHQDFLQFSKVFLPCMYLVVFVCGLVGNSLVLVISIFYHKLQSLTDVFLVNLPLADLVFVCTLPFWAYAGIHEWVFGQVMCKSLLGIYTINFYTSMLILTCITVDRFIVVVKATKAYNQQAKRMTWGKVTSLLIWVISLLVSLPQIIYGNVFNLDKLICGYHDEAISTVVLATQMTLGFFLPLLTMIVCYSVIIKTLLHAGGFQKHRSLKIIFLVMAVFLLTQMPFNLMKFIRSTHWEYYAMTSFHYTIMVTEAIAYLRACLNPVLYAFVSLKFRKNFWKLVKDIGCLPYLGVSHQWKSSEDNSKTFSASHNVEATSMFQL
EBI2 block: antagonists of human EBI2 receptor; P32249; EBI2 beta-arrestin recruitment, luminescence, 7a,25-OHC stimulated; inhibition, % at 5 µM; hit rate 0.81% among 360,000; AID 651636; in the data active = inhibition above about 38%;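 note: enzyme fragment complementation signal reports receptor beta-arrestin coupling in cells; 0% = agonist plus DMSO wells and 100% = wells without agonist; some results beyond the cut were filed as inactive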
The depositor's hits bear a star; · = no result given. Compounds as they come (roughly 3% active in at least one column).

SMILES	CCR6 antagonist	Jurkat NFkB inh	UBC13 polyUb	697 NFkB inh	APJ antagonist	Gli-Sufu block	CXCR6 inh	EBI2 block
O=C(CN1C(=O)/C(=C/c2ccccc2)SC1=S)NC1CCS(=O)(=O)C1 (stereo unspecified)	11	17	-7	5	-8	-6	1	-2
Cc1ccc(S(=O)(=O)Nc2ccccc2C(=O)OC(C)C(=O)Nc2ccc3ccccc3c2)cc1[N+](=O)[O-] (stereo unspecified)	17	6	-13	27	3	11	2	-3
COc1ccc(Cc2nnc(N=Nc3c(O)[nH]c4ccc(Br)cc34)[nH]c2=O)cc1	21	-3	-29	-34	31	-3	7	-2
CCc1ccc(OCc2ccc(C(=O)NCc3ccccn3)o2)cc1	27	2	1	-92	12	-11	11	1
Nc1c(-c2ccccc2)n[nH]c1-c1ccccc1	-5	-63	-2	-50	2	-47	-1	-4
Cc1nnc2sc(SCC(=O)Nc3ccc(Cl)cc3)nn2c1=O	1	-10	-1	0	-15	-20	0	6
CCN1CCN(CCCNC(=O)c2csc3c2CCCCC3)CC1	6	-12	0	-28	15	10	7	-6
O=C(COc1ccc(F)cc1)Nc1nnc(C2CC2)s1	2	12	-2	22	-1	-16	1	3
CCC(CC)C(=O)N=C1SC2CS(=O)(=O)CC2N1CCc1ccc(OC)c(OC)c1 (stereo unspecified)	13	7	2	17	7	0	4	-8
Cc1ccc(NC(=O)Cn2cc(C(=O)C3CC3)c3ccccc32)c(C)c1	17	2	3	5	1	·	4	-3
COc1cccc(CNC(=O)C(C)n2ccc3cc(S(=O)(=O)N4CCCC4)ccc32)c1 (stereo unspecified)	17	1	2	22	1	15	1	-5
O=C(COc1ccccc1)NCC(c1ccco1)N1CCN(c2ccccc2F)CC1 (stereo unspecified)	6	0	-3	-10	-63	13	-16	18
CC(C(=O)Nc1ccccc1F)N1C(=O)c2ccccc2C1=O (stereo unspecified)	14	3	5	14	6	-6	2	-8
COc1ccc(C(=O)NNC(=O)c2ccccn2)cc1	-6	52*	-12	-61	-2	-54	-13	-3
Cc1ccc(-c2csc(=S)n2CC(=O)OCC(=O)NC(C)C(C)C)cc1 (stereo unspecified)	0	5	-5	-1	-4	8	-3	-15

Retrieved by structure from above, 2 records:
SMILES	CCR6 antagonist	Jurkat NFkB inh	UBC13 polyUb	697 NFkB inh	APJ antagonist	Gli-Sufu block	CXCR6 inh	EBI2 block
Nc1c(-c2ccccc2)n[nH]c1-c1ccccc1	-5	-63	-2	-50	2	-47	-1	-4
Cc1ccc(S(=O)(=O)Nc2ccccc2C(=O)OC(C)C(=O)Nc2ccc3ccccc3c2)cc1[N+](=O)[O-] (stereo unspecified)	17	6	-13	27	3	11	2	-3

Among those listed so far, 2 contain a furan ring, fused or not.
SMILES	CCR6 antagonist	Jurkat NFkB inh	UBC13 polyUb	697 NFkB inh	APJ antagonist	Gli-Sufu block	CXCR6 inh	EBI2 block
CCc1ccc(OCc2ccc(C(=O)NCc3ccccn3)o2)cc1	27	2	1	-92	12	-11	11	1
O=C(COc1ccccc1)NCC(c1ccco1)N1CCN(c2ccccc2F)CC1 (stereo unspecified)	6	0	-3	-10	-63	13	-16	18

(more compounds)
SMILES	CCR6 antagonist	Jurkat NFkB inh	UBC13 polyUb	697 NFkB inh	APJ antagonist	Gli-Sufu block	CXCR6 inh	EBI2 block
CCCS(=O)(=O)N1CCCC(C(=O)NCCCN2CCN(c3ccccc3F)CC2)C1 (stereo unspecified)	-12	-1	2	11	22	21	-8	-8
Cc1cc(C)c2c(c1)/C(=N/NC(=S)Nc1ccc(F)cc1)CCC2	21	-5	-15	-1	16	20	8	12
O=C(CN1CCCc2ccccc21)Nc1cc(S(=O)(=O)N2CCCC2)ccc1Cl	16	-5	2	15	6	4	-6	-13
Cc1ccc(CC(=O)Nc2ccc(S(=O)(=O)N3CCOCC3)cc2)cc1	10	37	3	1	-1	20	-7	-6
c1ccc(-c2csc(=Nc3cccnc3)n2CC2CCCO2)cc1 (stereo unspecified)	11	10	7	-19	17	·	-2	5
CC1CCCN(C(=O)COC(=O)C2CCN(S(=O)(=O)c3c(Cl)cccc3Cl)CC2)C1 (stereo unspecified)	5	7	0	-13	25	1	2	-6
CCOC(=O)c1cc(OC(=O)c2ccccc2Br)n(-c2ccccc2)n1	3	3	15	13	-9	-6	6	-9
CC(=O)NS(=O)(=O)c1ccc(NC(=O)c2ccc3c(c2)NC(=O)CS3)cc1	2	0	6	7	-2	2	-4	-3
COc1ccc(O[C@@H]2O[C@H](COC(C)=O)[C@@H](OC(C)=O)[C@H](OC(C)=O)[C@H]2NC(C)=O)cc1	-6	4	8	6	4	-4	1	-5
CC1CCN(c2ccc(NC(=O)Cn3c(=O)oc4ccccc43)cc2)CC1	15	3	-12	-9	-14	-5	13	4
CCc1nnc(NC(=O)c2cccc(OC)c2)s1	-2	-60	3	-119	7	-71	-4	-5
CC(/C=C1\SC(=S)N(CCC(=O)Nc2ccc(O)cc2)C1=O)=C\c1ccccc1	3	2	-17	-6	9	6	3	0
O=C(NC1CCSc2ccccc21)c1c(F)cccc1Cl (stereo unspecified)	6	3	-5	-15	-16	5	-4	-8
O=C(NCCN1CCN(S(=O)(=O)c2ccccc2)CC1)C(=O)Nc1ccc(F)cc1	0	5	7	2	-7	-12	-11	-7
O=C(NCc1csc(-c2cccs2)n1)C1CCC1	-1	-36	2	-16	-6	-24	7	11
COCCN1CCN(c2c3c(nc4cc(-c5cccc(F)c5)nn24)CCC3)CC1	0	-25	2	-25	-1	2	-3	-14
CS(=O)(=O)N1CCC(C(=O)Nc2ccc(Oc3ccccc3)cc2)CC1	2	-19	-10	-9	6	5	-4	2
COCCNC(=O)C(c1ccc(C)cc1)N(CCOC)C(=O)CCC(=O)Nc1nccs1 (stereo unspecified)	5	-15	-5	-8	19	-25	-11	5
COc1cccc(C(=O)Cn2c(Br)nc3c2c(=O)n(C)c(=O)n3C)c1	6	-11	-1	-4	-4	8	1	-2
O=C(NCCN1CCOCC1)Nc1ccc(F)cc1	13	11	4	-5	7	-19	-3	-10
Cc1occc1C(=O)Nc1nccs1	11	3	-1	4	10	1	2	2
COc1cnc(-c2ccccn2)nc1Oc1cccc(Cl)c1	4	9	-9	-9	7	-23	6	-10
Nc1nonc1-n1nnc(C(=O)N/N=C/c2cccc(F)c2)c1CN1CCCC1	5	-1	-5	5	-4	0	-6	-1
Cc1cc(NC(=O)CSc2c[nH]c3ccccc23)no1	-4	-9	-2	15	-1	4	3	-3
C[C@@H]1CN([C@@H](C)CO)C(=O)c2cccc(NC(=O)Nc3ccc(F)cc3)c2O[C@@H]1CN(C)Cc1ccc(Oc2ccccc2)cc1	6	-11	13	12	10	42	9	20
CN(CC(=O)Nc1cccc(F)c1)CC(=O)Nc1cccc(S(N)(=O)=O)c1	-2	16	-5	18	19	9	3	6
O=C(c1ccc(OC2CCN(CCO)CC2)cc1)N1CCCC1	-3	-5	0	-14	10	8	0	3
O=C(c1ccco1)N1CCN(C(c2coc3ccc(Cl)cc3c2=O)c2nnnn2C2CCCC2)CC1 (stereo unspecified)	5	-21	6	-11	3	3	5	10
CCC(c1nnnn1Cc1ccc2c(c1)OCO2)N1CCN(CC)CC1 (stereo unspecified)	12	2	-6	2	-3	7	4	-6
CCN(CC)C(=S)Nc1ccc([N+](=O)[O-])cc1	10	-4	-8	6	12	1	11	6

3 compounds out of the list above, sorted by the value under 697 NFkB inh, smallest number first:
Molecule,697 NFkB inh
CS(=O)(=O)N1CCC(C(=O)Nc2ccc(Oc3ccccc3)cc2)CC1,-9
C[C@@H]1CN([C@@H](C)CO)C(=O)c2cccc(NC(=O)Nc3ccc(F)cc3)c2O[C@@H]1CN(C)Cc1ccc(Oc2ccccc2)cc1,12
CN(CC(=O)Nc1cccc(F)c1)CC(=O)Nc1cccc(S(N)(=O)=O)c1,18

Going on with the list.
SMILES	CCR6 antagonist	Jurkat NFkB inh	UBC13 polyUb	697 NFkB inh	APJ antagonist	Gli-Sufu block	CXCR6 inh	EBI2 block
COc1ccc2cc3cc(C(=O)Nc4ccccc4N4CCN(C)CC4)oc3nc2c1	-2	22	68*	-43	2	7	-2	0
COc1ccc(NC(=O)Nc2cccc(OC)c2)cc1	2	-95	-2	-81	6	-8	6	2
Cc1cccc(C)c1NC(=O)CN(C)C(=O)CCC(=O)N1CCOCC1	-4	9	6	6	8	3	1	-8
CC1CCC(NC(=O)CC2Oc3ccccc3NC2=O)CC1 (stereo unspecified)	18	-6	6	-5	8	5	2	-3
COc1cc(NC(=S)Nc2ccc(N(C)C(C)=O)cc2)cc(OC)c1	5	7	1	5	7	18	-2	-3
CCNC(=O)NC1c2ccccc2CSc2ccccc21 (stereo unspecified)	10	-1	2	14	-2	0	5	10
CCCCn1nc(NC(=O)CC(C)C)c2cc3cc(OC)ccc3nc21	4	-15	3	-29	-18	6	-13	19
N/C(Cc1ccc(Cl)cc1Cl)=N\OC(=O)c1cccs1	-21	-12	1	-7	-45	-4	-24	-19
CC(=O)NCC(=O)N[C@@H](CC(=O)OCc1ccccc1)C(=O)OCc1ccccc1	9	-5	1	10	-4	1	-18	-6
O=C(NCCCO)NC12CC3CC(CC(C3)C1)C2	-1	3	10	6	0	4	1	-1
Cc1ccn(CCC(=O)Nc2ccc(-c3ccno3)cc2)n1	-8	12	-1	4	-1	2	-8	-7
C/C(=N\OCC(=O)Nn1c(=O)[nH]c2ccccc2c1=O)c1ccccc1	3	13	-2	-5	5	-6	3	4
CCOCCCNC(=O)/C(C#N)=C/c1cc(OC)c(O)c([N+](=O)[O-])c1	39	13	-100	-22	23	-2	17	0
O=C(CSc1nnc(-c2ccccn2)n1Cc1ccco1)c1ccc(Cl)cc1	9	4	-16	-23	12	8	8	8
CCOC(=O)Cc1csc(NC(=O)CSc2ccc(Br)cc2)n1	0	-8	-2	6	6	0	1	12

4 entries from above, sorted by molecular weight, lowest first.
SMILES	CCR6 antagonist	Jurkat NFkB inh	UBC13 polyUb	697 NFkB inh	APJ antagonist	Gli-Sufu block	CXCR6 inh	EBI2 block
COc1ccc(NC(=O)Nc2cccc(OC)c2)cc1	2	-95	-2	-81	6	-8	6	2
CC1CCC(NC(=O)CC2Oc3ccccc3NC2=O)CC1 (stereo unspecified)	18	-6	6	-5	8	5	2	-3
N/C(Cc1ccc(Cl)cc1Cl)=N\OC(=O)c1cccs1	-21	-12	1	-7	-45	-4	-24	-19
CCOCCCNC(=O)/C(C#N)=C/c1cc(OC)c(O)c([N+](=O)[O-])c1	39	13	-100	-22	23	-2	17	0

Further entries
SMILES	CCR6 antagonist	Jurkat NFkB inh	UBC13 polyUb	697 NFkB inh	APJ antagonist	Gli-Sufu block	CXCR6 inh	EBI2 block
C/C=N/NC(=O)CCCC(=O)N/N=C/C	2	-10	-1	5	0	-6	7	-15
O=C(NCc1cccnc1)NC(=O)c1ccc(Cl)cc1	8	19	8	-8	8	-6	-2	6
O=C(CCC(=O)NC1CCCCC1)NCc1ccc(F)cc1	-1	-28	1	-24	-10	-3	-6	-2
CC1(C)Cc2c(c(N3CCOCC3)nc3sc4c(NCc5ccccc5)nnnc4c23)CS1	20	1	-7	27	20	9	6	76*
COc1ccc(OC)c(S(=O)(=O)Nc2c(C)n(C)n(-c3ccccc3)c2=O)c1	-3	-3	6	6	9	-10	-11	-4

From PubChem BioAssay
